Screening results (PubChem BioAssay)
APOBEC3A inh = blocks human APOBEC3A ssDNA deamination | recombinant A3A, FAM/TAMRA ssDNA deamination fluorescence | P31941 | inhibition, % at 20 µM | 330,000 tested, 0.41% active | AID 493011;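 active = at least 40% inhibition at 20 µM here, with at most 30% in a related deaminase screen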;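 also: plate controls were A3A with DMSO for no effect and wells lacking A3A enzyme for full effect; some results filed as inactive read as strong as hits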
Target sequence (P31941 whole entry, looked up): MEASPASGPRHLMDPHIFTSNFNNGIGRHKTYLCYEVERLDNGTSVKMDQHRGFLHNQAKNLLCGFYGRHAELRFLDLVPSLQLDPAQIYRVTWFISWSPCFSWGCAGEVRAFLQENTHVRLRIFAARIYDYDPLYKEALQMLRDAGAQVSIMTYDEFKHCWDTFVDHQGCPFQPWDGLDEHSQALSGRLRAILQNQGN
mIAP act = mouse IAP activation; muIAP, CDP-Star luminescence, 30 min; stronger effect = higher value; 1 = vehicle-only enzyme signal, 0 = enzyme-free wells; activation factor at 10 µM; 330,000 tested, 0.24% active;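 active = activation factor of at least 2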; also: the source names both 10 and 20 µM as test concentration; values of inactives mirror those of a sister screen read the other way
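Assay system: mouse IAP enzyme; Reagent: CDP-Star chemiluminescent phosphatase substrate; Compound: DMSO-dissolved test compounds; Incubation: 30 min, room temperature; Technique: luminescence from enzymatic CDP-Star hydrolysis; Controls: DMSO-only wells and no-enzyme negative control.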
NLRP3 yeast inh = NALP3 inhibition in yeast; Yeast reconstituted NLRP3/ASC/caspase-1, beta-gal luminescence, 24 h; 330,000 tested, 0.39% active; inhibition, % at 10 µM;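 active = inhibition of 50% or more; inactive = inhibition below 50%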;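 also: plate controls were induced DMSO wells for no effect and uninduced yeast grown without galactose for full effect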
SENP1 inh = SENP1 (human) catalytic domain inhibition; Q9P0U3; 360,000 tested, 0.21% active; inhibition, % at 10 µM; AID 624204; recombinant SENP1 catalytic domain, CyPet-SUMO1-YPet FRET cleavage;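 active = inhibition at least 30% at 10 µM, raw YFP signal under a set limit, fluorescence ratio 0.5 to 1.5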;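 also: 0% = enzyme with DMSO and 100% = no enzyme wells; some results filed as inactive read as strong as hits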
Target sequence (Q9P0U3 419-644 limits assumed): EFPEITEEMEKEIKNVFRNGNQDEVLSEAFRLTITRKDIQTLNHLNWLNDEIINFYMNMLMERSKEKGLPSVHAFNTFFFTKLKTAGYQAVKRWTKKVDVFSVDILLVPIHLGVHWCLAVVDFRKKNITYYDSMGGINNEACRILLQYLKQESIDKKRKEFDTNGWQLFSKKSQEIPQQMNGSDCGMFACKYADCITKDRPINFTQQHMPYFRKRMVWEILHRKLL
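Compound: 10 µM single point, 0.5% DMSO; Test system: hSENP1 catalytic domain, recombinant; Timing: 50 min reaction at room temperature; Technique: FRET, CFP and YFP emission; Control set: no-enzyme wells low, DMSO-plus-enzyme wells high control.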
hIAP inh = blocks human intestinal alkaline phosphatase; P09923; purified IAP, CDP-Star luminescence, 30 min; 330,000 tested, 0.12% active; inhibition, % at 10 µM; AID 2544;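 active = inhibition reaching a set limit with compound at 10 µM in the primary screen, cut at about 35% in these data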;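 also: plate controls were DMSO wells with enzyme for no effect and no-enzyme buffer wells for full effect; values of inactives mirror those of a sister screen read the other way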
Target sequence (P09923 whole entry, looked up): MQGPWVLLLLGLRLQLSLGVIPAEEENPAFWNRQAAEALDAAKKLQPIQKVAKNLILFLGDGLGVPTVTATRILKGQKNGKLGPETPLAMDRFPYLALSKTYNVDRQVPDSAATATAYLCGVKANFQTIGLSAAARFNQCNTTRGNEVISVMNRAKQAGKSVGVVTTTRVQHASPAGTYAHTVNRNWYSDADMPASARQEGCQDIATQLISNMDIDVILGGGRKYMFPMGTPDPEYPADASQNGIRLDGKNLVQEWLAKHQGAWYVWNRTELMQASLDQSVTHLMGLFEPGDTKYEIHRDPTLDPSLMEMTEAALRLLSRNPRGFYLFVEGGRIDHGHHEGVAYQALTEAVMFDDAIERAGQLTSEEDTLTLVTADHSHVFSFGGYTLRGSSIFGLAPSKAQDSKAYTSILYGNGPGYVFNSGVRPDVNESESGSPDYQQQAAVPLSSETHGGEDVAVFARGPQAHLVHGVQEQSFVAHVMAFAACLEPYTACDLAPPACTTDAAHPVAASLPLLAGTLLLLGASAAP
hIAP activ = human IAP activation; P09923; purified human IAP, CDP-Star luminescence, 30 min; stronger effect = higher value; 1 = vehicle-only enzyme, 0 = enzyme-free background; activation factor at 10 µM; 330,000 tested, 0.16% active; AID 2524;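 active = activation factor of the enzyme at least 2-fold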; also: the source names both 10 and 20 µM as test concentration; values of inactives mirror those of a sister screen read the other way
MIN6 prolif = induces beta-cell replication in MIN6 cells. MIN6 cells proliferation, ATPlite luminescence, 48 h; cells starved in 0.2% serum; 100% = growth in 10% serum. proliferation, % at 10 µM. 330,000 tested, 0.29% active. AID 2380;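 active = compounds whose signal lies at least 3.5 SD above the mean of all wells on their plate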;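 also: 0% = DMSO-treated cells in low-serum medium and 100% = 10% serum control; some compounds called inactive have numbers as strong as hits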
A3G deaminase = blocks human APOBEC3G single-stranded DNA deamination; Q9HC16; recombinant A3G, ssDNA deamination FAM/TAMRA fluorescence; inhibition, % at 20 µM; 330,000 tested, 0.28% active; AID 493012;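 active = inhibition of at least 40% at 20 µM, with no more than 30% in the related APOBEC3A deaminase screen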;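 also: plate controls were DMSO wells with A3G for no effect and wells lacking A3G enzyme for full effect; some compounds called inactive have numbers as strong as hits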
mIAP inh = blocks mouse intestinal alkaline phosphatase; 330,000 tested, 0.2% active; inhibition, % at 10 µM; purified mouse IAP, CDP-Star luminescence, 30 min; AID 2806;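 active = inhibition of at least 40% at 10 µM in the primary screen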;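 also: plate controls were DMSO with enzyme for no effect and no enzyme wells for full effect; values of inactives mirror those of a sister screen read the other way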
Active calls of the source: *; · = not tested or not shown. Only part of the results is shown. The share of hits here may be higher or lower than overall.

SMILES | APOBEC3A inh | mIAP act | NLRP3 yeast inh | SENP1 inh | hIAP inh | hIAP activ | MIN6 prolif | A3G deaminase | mIAP inh
CCCCn1c(N)c(N(CCOC)C(=O)CSc2nnc(C)n2-c2ccc(OC)cc2)c(=O)[nH]c1=O | 2 | 0.98 | -4 | -23 | 3 | 0.97 | -4 | -1 | 2
COc1ccc(-n2c(C)nc3cc(C(=O)O)ccc32)cc1 | -3 | 0.95 | 5 | 2 | 6 | 0.94 | 0 | -5 | 5
COCCCN(CC(=O)Nc1ccc(F)cc1)S(=O)(=O)c1cccs1 | -3 | 1.2 | -3 | 0 | -11 | 1.1 | 4 | -6 | -15
CC(=O)c1ccc(NC(=O)Cn2c3ccccc3c3nc(=O)cc(C)n32)cc1 | -3 | 1 | 0 | -3 | -9 | 1.1 | 0 | -6 | -4
CCOC(=O)c1ccccc1NC(=O)c1ccc2nccnc2c1 | 6 | 0.97 | 15 | -34 | 5 | 0.95 | 1 | -1 | 3
COc1cc(/C=C2/SC(=O)N(Cc3ccccc3Cl)C2=O)ccc1OCc1ccncc1 | 5 | 1 | -6 | -3 | -6 | 1.1 | -6 | 2 | -4
COCC(=O)N(c1ccccc1)C(C)C(=O)OC (stereo not given) | 2 | 1 | -1 | -1 | 8 | 0.92 | 2 | -2 | -1
Cc1nnc(NC(=O)CSc2nnc3c(n2)[nH]c2ccc(Br)cc23)s1 | 10 | 0.91 | 6 | 1 | -8 | 1.1 | 0 | 33 | 10
CCn1cc(C(=O)NCc2ccco2)c(=O)c2cc(S(=O)(=O)N3CCc4ccccc4C3)ccc21 | 2 | 1 | 3 | -6 | -13 | 1.1 | -4 | -4 | -1
O=S(=O)(NCc1ccco1)c1ccccc1Br | -3 | 1.1 | 12 | -6 | -5 | 1 | -4 | -13 | -5
Cc1ccc(-n2ncc3c(NCCCOC(C)C)ncnc32)c(C)c1 | -1 | 1 | -1 | 0 | 7 | 0.93 | 0 | -5 | -4
O=C(Cn1nc(C(=O)O)c2ccccc2c1=O)Nc1ccc2c(c1)C(=O)c1ccccc1C2=O | 26 | 1 | -1 | · | 6 | 0.94 | -5 | -2 | 0
CCOc1ccc(NC(=O)CN(C)C(=O)C2CCCO2)cc1OCC (stereo not given) | 0 | 0.99 | 10 | 0 | 16 | 0.84 | -3 | -2 | 1
CC(=O)Nc1ccc2nc(C3CCCCC3)[nH]c2c1 | -7 | 1.2 | 10 | 2 | -7 | 1.1 | -2 | -7 | -16
COc1ccc(-c2n[nH]c(=S)n2/N=C/C=C\c2ccccc2OC)cc1 | -2 | 0.94 | 22 | 2 | -13 | 1.1 | 0 | 0 | 6
O=C(CCSc1ccc(Cl)cc1)NN=C1CCCCCC1 | -2 | 1 | 22 | 3 | 11 | 0.89 | -1 | -6 | -2
COc1ccc(C2N=C(c3ccccc3)NO2)cc1OC (stereo not given) | -2 | 0.9 | 16 | -3 | 12 | 0.88 | 0 | -10 | 10
Cc1ccccc1NC(=O)Cc1nnc(SCC(=O)NC2=NCCS2)n1C | -1 | 0.92 | 15 | 0 | 2 | 0.97 | 3 | -12 | 8
COc1ccc(CCNC(=O)c2c(O)c3ccccc3n(C)c2=O)cc1 | -4 | 0.98 | 13 | 1 | -14 | 1.1 | 0 | -7 | 2
O=C(CCN1CCCCC1c1cccnc1)NCc1ccccc1 (stereo not given) | -4 | 0.96 | 28 | -11 | 17 | 0.83 | 0 | -7 | 4
C#CCNC(=O)C1=C[C@H](c2csc3ccccc23)[C@@H](CCCO)[C@H](OCC)O1 | 1 | 1.1 | 5 | 0 | 5 | 0.95 | 2 | -6 | -6
CCN(CC)C(=O)COc1ccc(/C(C)=N/NC(=O)c2ccccc2Br)cc1 | 4 | 1.1 | 5 | 0 | -5 | 1.1 | -3 | 3 | -6
Cc1n[nH]c(C)c1C(=O)CC1(O)C(=O)N(CCc2ccccc2)c2ccc(Br)cc21 (stereo not given) | 1 | 0.94 | -16 | 3 | 16 | 0.84 | 0 | -6 | 6
CC(=O)c1ccc(CC2SC(N)=NC2=O)cc1 (stereo not given) | -5 | 0.95 | -5 | 2 | -4 | 1 | -3 | -3 | 4
Cn1cc(-c2ccccc2C(=O)O)c(=O)c2cc(Cl)ccc21 | -1 | 1.1 | -7 | -2 | -3 | 1 | -1 | -3 | -12
SMILES | APOBEC3A inh | mIAP act | NLRP3 yeast inh | SENP1 inh | hIAP inh | hIAP activ | MIN6 prolif | A3G deaminase | mIAP inh
O=C(NS(=O)(=O)Nc1ccccn1)c1c[nH]c2ccccc12 | -2 | 1.1 | 14 | 1 | -21 | 1.2 | 0 | 3 | -6
Cc1c(C(=O)O)oc2c1/C(=N\O)CCC2 | 2 | 0.94 | 13 | -1 | -3 | 1 | -2 | 0 | 6
CC(=O)C[C@@H](O)CC(=O)[C@H]1OC(=O)CCCCCCCCc2ccccc21 | 3 | 1.1 | 5 | -1 | -9 | 1.1 | 0 | -4 | -8
NS(=O)(=O)c1ccc(CCNC(=O)c2cccc(S(=O)(=O)N3CCCC3)c2)cc1 | 0 | 1 | 22 | 0 | 26 | 0.74 | 4 | -2 | -2
COc1cccc(NC(=O)COC(=O)CCSc2ccccc2)c1 | 5 | 1.1 | 0 | 4 | -10 | 1.1 | -2 | -1 | -14
Cc1ccc(CN2CCN(Cc3cnc(N4CCOCC4)s3)CC2CCO)cc1 (stereo not given) | -5 | 1.1 | -16 | 3 | -10 | 1.1 | -4 | -8 | -6
CCOC(=O)CC1COCCN1C(=O)c1cc(COc2ccc(F)c(F)c2)on1 (stereo not given) | 3 | 0.96 | 13 | 0 | 13 | 0.87 | 0 | 0 | 4
CC1=C(C(=O)Nc2ccccc2)C(c2ccncc2)C(C#N)=C(SCC(=O)Nc2ccccc2)N1 (stereo not given) | 2 | 0.98 | 7 | 3 | 11 | 0.89 | -3 | -1 | 2
COc1ccc(S(=O)(=O)N2CCCC(C(=O)N3CCN(C)CC3)C2)cc1C (stereo not given) | 0 | 1 | 13 | 0 | 6 | 0.94 | -1 | -3 | -2
O=C(CCCn1c(=S)[nH]c2ccsc2c1=O)Nc1ccc2c(c1)OCO2 | -8 | 1.1 | 18 | -2 | -8 | 1.1 | -3 | -3 | -8
Cc1sc(Nc2ccc([N+](=O)[O-])cc2)nc1-c1c(C)n(C)n(-c2ccccc2)c1=O | 0 | 0.95 | 8 | 38* | -10 | 1.1 | -4 | 1 | 5
COc1ccc(OC)c(C(C)NC=O)c1 (stereo not given) | -4 | 1.1 | 8 | 2 | -7 | 1.1 | -4 | -1 | -6
O=C(Cc1ccc(Cl)cc1Cl)Nc1cccc(S(=O)(=O)Nc2ccccc2F)c1 | 8 | 0.85 | 0 | 1 | 5 | 0.95 | -7 | 56* | 15
Cc1cccc(N(C)C(=O)c2cnn(-c3ccccc3)c2C)c1 | -5 | 0.97 | 25 | 1 | 11 | 0.89 | 2 | 6 | 3
Cc1cccc(NC(NC(=O)c2ccccc2[N+](=O)[O-])C(Cl)(Cl)Cl)c1 (stereo not given) | 0 | 0.92 | 2 | 2 | 8 | 0.92 | 0 | 1 | 8
O=C(Nc1ccccc1O)c1cc2cc(Br)ccc2oc1=O | 6 | 0.98 | 20 | 7 | -3 | 1 | -1 | 0 | 2
CC(=O)Nc1cccc(/C(C)=N/NC(=O)c2c(-c3ccccc3Cl)noc2C)c1 | -1 | 0.96 | 0 | 2 | 0 | 1 | 3 | -1 | 4
Cc1cnn(C(=O)c2ccccc2Br)c1 | 4 | 1 | 18 | · | 3 | 0.97 | -2 | 0 | -1
COc1ccc(NC(=O)CCS(=O)(=O)c2ccc3c(c2)oc(=O)n3C)cc1 | 10 | 0.99 | 18 | -1 | 5 | 0.95 | -1 | 1 | 1
CC(C)(O)C#Cc1ccc(CN2CCC(CO)(CCc3ccccc3)CC2)cc1 | -5 | 0.98 | 13 | -3 | -19 | 1.2 | -3 | -3 | 2
O=C(Nc1ccccc1C(F)(F)F)c1cc(-c2ccccc2O)on1 | 2 | 0.94 | 6 | 1 | -11 | 1.1 | -3 | 2 | 6
O=C(Nc1ccc(N2CCN(C(=O)c3ccccc3F)CC2)cc1)c1ncn[nH]1 | -3 | 0.92 | -6 | 2 | 12 | 0.88 | -3 | -4 | 8
COC(=O)c1c(O)cc(=O)n2c1CCCCC2 | 1 | 1 | 26 | 0 | -12 | 1.1 | 1 | -4 | 0
Cc1ccccc1C(=O)OCCCN=C1NS(=O)(=O)c2ccccc21 | 2 | 0.98 | 11 | 0 | -9 | 1.1 | -2 | -2 | 2
Cc1nnc(SCC(=O)Nc2ccc(Oc3ccccc3)cc2)n1N | 2 | 0.99 | 17 | 3 | -12 | 1.1 | -1 | -6 | 1
O=C(NC(=S)Nc1ccc(N2CCOCC2)cc1)c1cccc(Cl)c1 | 1 | 0.83 | 25 | 2 | -12 | 1.1 | 0 | 1 | 17
O=C(Cn1c2c(sc1=O)C1c3ccccc3OCC1CS2)Nc1ccc(Cl)cc1 (stereo not given) | 1 | 0.84 | 20 | -14 | 2 | 0.98 | -3 | -1 | 16

Grouped by structure, those above with an aryl thioether with sulfur outside any ring (6)
SMILES | APOBEC3A inh | mIAP act | NLRP3 yeast inh | SENP1 inh | hIAP inh | hIAP activ | MIN6 prolif | A3G deaminase | mIAP inh
CCCCn1c(N)c(N(CCOC)C(=O)CSc2nnc(C)n2-c2ccc(OC)cc2)c(=O)[nH]c1=O | 2 | 0.98 | -4 | -23 | 3 | 0.97 | -4 | -1 | 2
Cc1nnc(NC(=O)CSc2nnc3c(n2)[nH]c2ccc(Br)cc23)s1 | 10 | 0.91 | 6 | 1 | -8 | 1.1 | 0 | 33 | 10
O=C(CCSc1ccc(Cl)cc1)NN=C1CCCCCC1 | -2 | 1 | 22 | 3 | 11 | 0.89 | -1 | -6 | -2
Cc1ccccc1NC(=O)Cc1nnc(SCC(=O)NC2=NCCS2)n1C | -1 | 0.92 | 15 | 0 | 2 | 0.97 | 3 | -12 | 8
COc1cccc(NC(=O)COC(=O)CCSc2ccccc2)c1 | 5 | 1.1 | 0 | 4 | -10 | 1.1 | -2 | -1 | -14
Cc1nnc(SCC(=O)Nc2ccc(Oc3ccccc3)cc2)n1N | 2 | 0.99 | 17 | 3 | -12 | 1.1 | -1 | -6 | 1

As a working copy, 2 of the compounds above:
SMILES | APOBEC3A inh | mIAP act | NLRP3 yeast inh | SENP1 inh | hIAP inh | hIAP activ | MIN6 prolif | A3G deaminase | mIAP inh
O=C(NS(=O)(=O)Nc1ccccn1)c1c[nH]c2ccccc12 | -2 | 1.1 | 14 | 1 | -21 | 1.2 | 0 | 3 | -6
Cc1c(C(=O)O)oc2c1/C(=N\O)CCC2 | 2 | 0.94 | 13 | -1 | -3 | 1 | -2 | 0 | 6
